From PubChem
Pf growth 48h: Primary qHTS for delayed death inhibitors of the malarial parasite plastid, 48 hour incubation; P. falciparum luciferase growth in erythrocytes, 48 h; Potency, µM (series often up to 28.7 µM), inactives show at the top dose activity change, negative = inhibition, hits mostly inhibitors; hit rate 5.9% among 310,000; also: potency is read from the fitted curve at half-maximal effect; % is scaled to controls: 0 for no effect and ±100 for the full control effect
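Compounds are pin-transferred into medium, infected erythrocytes (2% hematocrit, 0.1% parasitemia final) are added, and plates sit one parasite generation at 37 C in 5% CO2. Detection reagent is then added and luminescence measured.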
Sm TGR inh: qHTS Assay for the Inhibitors of Schistosoma Mansoni Peroxiredoxins; hit rate 3% among 360,000; Potency, µM (top dose mostly 114 µM), inactives show top-dose activity change, negative = inhibition, hits mostly inhibitors; Schistosoma mansoni thioredoxin glutathione reductase (TGR), Q962Y6; purified TGR, DTNB reduction, TNB absorbance 405 nm; also: potency is read from the fitted curve at half-maximal effect; % is scaled to controls: 0 for no effect and ±100 for the full control effect; nearly all actives have a fitted effect of over 60% in size
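TGR 20 nM + NADPH 100 uM (dispensed conc.), cpd preinc 15 min RT; start with NADPH (500 uM addition) then DTNB (15 mM addition). Kinetic TNB absorbance, 405 nm filter. Four-parameter Hill fit across titration.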
Shiga toxin inh: A qHTS for Small Molecule Inhibitors of Shiga Toxin | Vero cells, Shiga toxin protein synthesis inhibition reporter | inhibition, % at 38.7 µM | hit rate 9.2% among 290,000 | AID 2315, 2010; in the data active = inhibition mostly above about 28%, no sharp cut-off; inactive = mostly below about 43%; also: 0% is about no effect
Cycloheximide cs: Cycloheximide Counterscreen for Small Molecule Inhibitors of Shiga Toxin. cell reporter, cycloheximide protein synthesis inhibition counterscreen. hit rate 12% among 300,000. max response, %; in the data active = max response mostly above about 13%, no sharp cut-off; inactive = mostly below about 14%; also: read at 38.3 µM for the half of the compounds with a filed dose; 0% is about no effect
Pf growth 96h: Primary qHTS for delayed death inhibitors of the malarial parasite plastid, 96 hour incubation; P. falciparum luciferase reporter growth, 96 h; Potency, µM (doses to about 28.7 µM), for inactives: top-dose activity change, negative = inhibition, hits mostly inhibitors; hit rate 6.9% among 320,000; AID 504834, 2011; also: potency is read from the fitted curve at half-maximal effect; % is scaled to controls: 0 for no effect and ±100 for the full control effect
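Luminescence readout: decreased luciferase signal marks inhibited growth of reporter-expressing P. falciparum in infected red cells (2% hematocrit, 0.05% parasitemia final), exposed to compound two generations (96 h, 37 C, 5% CO2).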
FBPA Giardia inh: qHTS Assay for Inhibitors of Fructose-1,6-bisphosphate Aldolase from Giardia Lamblia; A8B2U2; purified Giardia FBPA; hit rate 0.71% among 290,000; AID 2451, 2010; Potency, µM (series often up to 59.6 µM), without a hit: at the top dose activity, negative = inhibition, usual class: inhibitors; also: potency is read from the fitted curve at half-maximal effect; % is scaled to controls: 0 for no effect and ±100 for the full control effect; nearly all actives have a fitted effect of over 55% in size
Target sequence (A8B2U2 whole entry, looked up): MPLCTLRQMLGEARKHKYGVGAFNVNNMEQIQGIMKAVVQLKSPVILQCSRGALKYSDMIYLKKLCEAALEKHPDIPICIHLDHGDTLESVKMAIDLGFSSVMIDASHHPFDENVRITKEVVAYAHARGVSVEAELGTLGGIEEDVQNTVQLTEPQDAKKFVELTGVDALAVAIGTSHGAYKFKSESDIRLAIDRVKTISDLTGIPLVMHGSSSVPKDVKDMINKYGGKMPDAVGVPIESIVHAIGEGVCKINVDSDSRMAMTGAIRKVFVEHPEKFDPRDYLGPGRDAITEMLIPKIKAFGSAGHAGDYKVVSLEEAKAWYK
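Giardia FBPA (40 nM reagent) was preincubated 10 min at RT with compound (up to 57.5 uM final), then substrate plus GAPDH/TPI/NAD/arsenate coupling system with diaphorase/resazurin was added; resorufin fluorescence (525/598 nm) was read after 20 min.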
Numbers without * were called inactive; ? = inconclusive; . = not tested or not shown; & = joins results of further samples; [ ] = another dose, or the depositor's remark. Unless noted, calls follow the shape of the dose curve; as a rule, active = well fitted curve in the direction sought with a large enough effect; inconclusive = small, poorly fitted or top-dose-only effect, or another doubt; inactive = no such curve, though single readings can be large; an effect the other way counts as inactive or inconclusive.

SMILES	Pf growth 48h	Sm TGR inh	Shiga toxin inh	Cycloheximide cs	Pf growth 96h	FBPA Giardia inh
CC(=O)O[C@H]1CC[C@]2(C=O)C3CC[C@]4(C)[C@@H](C5=CC(=O)OC5)CC[C@]4(O)C3CC[C@]2(O)C1 (some centres not stated)	.	.	-14	-7	.	0%
COc1ccc(NC(=O)CS(=O)CC(=O)Nc2cccnc2)cc1 (configuration not stated)	10%	5%	-16	-4	-2%	9%
Cc1nc2ccccn2c1C(=O)CSc1cccc(Cl)c1	?	-2%	38	12	?	1%
CCCNC(=O)c1ccccc1NS(=O)(=O)c1ccc(OC)c(OC)c1	-10%	2%	0	-4	15%	1%
O=C(NCCC1CCCCN1S(=O)(=O)c1ccccc1)C(=O)NCc1ccc(F)cc1 (configuration not stated)	10µM*	4%	.	.	?	.
N#CC1=C(SCC(N)=O)NC(=O)CC1c1ccccc1Cl (configuration not stated)	.	-1%	-22	-6	?	3%
COc1cc(OC)c2ccc(=O)oc2c1C(CCN1CCN(c2ccccc2)CC1)c1ccc(N(C)C)cc1 (configuration not stated)	12µM*	-24%	-14&-3	-6&-2	10µM*	-6%&-21%
NC(=O)N/N=C/c1ccc(OCc2cccc(Cl)c2)cc1	26%	.	41	-1	3%	0%
Cc1nn(C(C)C(=O)Nc2ccc3c(c2)OCO3)c(C)c1[N+](=O)[O-] (configuration not stated)	?	-20%	74	4	36%[activator]	-9%
CN1/C(=C\C(=S)Nc2ccccc2)C(C)(C)c2ccccc21	?	-3%	3	-2	?	-17%
CCOc1ccc(OCC)c(S(=O)(=O)NC2CC(C)(C)NC(C)(C)C2)c1	-4%	5%	-7	-1	0%	2%
Cc1cccc(/C=C2\Sc3ccc(C(=O)N4CCC(C(N)=O)CC4)cc3N(C)C2=O)c1	?	-21%	8	13	?	.
CCOC(=O)C(=CNc1ccccc1Cl)C(=O)OCC	5%	-1%	18	13	?	2%
Cc1ccc(Nc2nc3ccccc3s2)c(C)c1	265%[activator]	5%	94*	47*	186%[activator]	-18%
O=c1c(C(c2ccc(O)cc2)c2c(O)nc3n(c2=O)CCS3)c(O)nc2n1CCS2	-6%	10µM*	20	10	-1%	-13%
O=c1onc(-c2ccc(Cl)cc2Cl)n1-c1cccnc1	49%[activator]	30%	-3	-3	50%[activator]	1%
CN(C)c1ccc(NC(=O)c2cccc([N+](=O)[O-])c2)c2ccccc12	-4%	-17%	.	-4	?	-1%
CC1CN(C(=O)CSc2nnc(-c3ccccc3)o2)CC(C)O1 (configuration not stated)	-9%	-2%	-31	-2	-19%	.
CCCCN(C(=O)CCC(=O)Nc1cc(C)on1)C(C(=O)NC1CCCC1)c1ccc(OC)cc1 (configuration not stated)	-21%	0%	13	-7	-12%	5%
Cc1cnc(-c2nnc(N(C)C(=O)C3CCCO3)s2)cn1 (configuration not stated)	61%[activator]	-1%	41	13	-20%	5%
Cc1nc2ccc(NC(=O)CCS(=O)(=O)c3ccc(Cl)cc3)cc2s1	-25%	-16%	-10	4	?	7%
O=C(CSc1nnc(-c2cccnc2)o1)Nc1ccccc1F	96%[activator]	-14%	.	.	214%[activator]	.
CCOC(=O)c1ccccc1N/C=C/C(=O)c1cccs1	31%[activator]	8%	156*	74*	-10%	-4%
Cc1cc(C)c(S(=O)(=O)NCc2cccnc2)cc1C	?	0%	-15	-2	12µM*	3%
Cn1c(NCc2cc(Br)ccc2O)nc2ccccc21	?	0%	66*	27*	28%	5%
CCCNS(=O)(=O)c1ccc(NC(=O)c2ccccn2)cc1	77%[activator]	4%	92*	29	10µM*	-5%
Cc1nc(N2CCCC2)c2ccsc2n1	25%	-1%	-13	-3	-9%	2%
O=C(Nc1ccc(OC(=O)N2CCCC2)cc1)N1CCOCC1	2%	0%	1	4	11%	-5%
O=C(NN1C(=O)NC2(CCCCC2)C1=O)c1ccc(-c2ccccc2Cl)o1	49%[activator]	0%	.	.	47%[activator]	.
Nc1nnc(-c2ccccc2[N+](=O)[O-])o1	-3%	1%	-9	-2	-22%	1%
CCc1ccc(-c2cc(C(=O)NCc3ccccn3)c3ccccc3n2)cc1	34%[activator]	5%	92*	64*	?	-9%
COc1cc(CN2CCN(c3ccccc3F)CC2)c([N+](=O)[O-])cc1OC	-3%	9%	14	2	0%	?
Cc1ccc(CCNS(=O)(=O)c2cc3c(cc2C)NC(=O)CO3)cc1	-7%	-29%	7	-2	53%[activator]	11%
CC(C)CC(=O)NCc1ccc(F)cc1	1%	-18%	44	2	2%	0%
CCOC(=O)c1sc(/N=C/N(C)C)nc1C	21%	-4%	23	14	-20%	6%
CCc1nnc(SCC(=O)NC2CCCC2)nc1CC	.	-19%	-13	-4	?	5%
CC1CCN(C(=O)CCNC(=O)c2ccccc2)CC1	78%[activator]	-3%	43*	32*	0%	6%
Cc1ccsc1C(=O)NCC(C)(C)N1CCOCC1	0%	-5%	.	.	-10%	.
Cc1ccccc1OCCn1cnc2cc([N+](=O)[O-])ccc2c1=O	?	-5%	20	9	0%	-5%
Cc1nc2ccccc2c(=O)n1/N=C/c1ccc(O)cc1O	-5%	.	16	-2	341%[activator]	12%
CC(C)c1ncc(S(=O)(=O)c2ccc(C(F)(F)F)cn2)c(N)n1	-2%	-12%	-11	1	8%	8%
COCC1CCN(C(=O)c2ccc(OC)c(OC3CCN(C(C)C)CC3)c2)CC1	14%	-2%	19	16	3.3µM*	.
Cc1ccc(S(=O)(=O)Nc2c(C)nc3nc[nH]n3c2=O)c(C)c1	5%	-1%	19	-1	0%	0%
CC(/C=N/NC(=O)Cc1cccn1C)=C\c1ccccc1	54%[activator]	?	74*	20*	-10%	-1%
CCCNC1=C(N(C(C)=O)c2cccc(F)c2)C(=O)c2ccccc2C1=O	-82%	-10%	-20	-10	-24%	?
O=C(CCCN1C(=O)CSc2ncccc21)N1CCN(Cc2ccccc2)CC1	-1%	-34%	7	-4	36%[activator]	-2%
CCC(=O)Nc1ccccc1C(=O)N1CCN(Cc2ccccc2)CC1	-10%	-7%	-8	1	?	1%
CC1CCCCC1NC(=O)C(=O)NCC1CCCO1 (configuration not stated)	59%[activator]	-2%	-7	0	?	0%
Cc1cc(C)nc(Oc2ccc(Br)cc2)n1	46%[activator]	8%	-1	3	28%	3%
CCOCCCN(C(=O)c1snc(C(N)=O)c1N)C(C(=O)NCCC(C)C)c1ccc(Cl)cc1 (configuration not stated)	?	-17%	9	0	7%	11%
O=C(NCCCN1CCCC1=O)Nc1ccc(Cl)cc1Cl	15%	20%	41	16*	-1%	-8%
O=C(Nc1nccs1)C(=O)c1c[nH]c2ccccc12	-26%	-4%	146*	71*	.	13%
Oc1ccc(/C=N/Nc2ncc(Br)cn2)c(O)c1	?	2%	115*	76*	?	0%
CC(C)=CCC/C(C)=C/C=N/NC(=O)c1ccc([N+](=O)[O-])cc1	3%	-7%	-11	6	0%	12%
COc1cc(OC)cc(-n2nnnc2SCC(=O)NCCc2ccc(OC)c(OC)c2)c1	16%	33%	9	0	124%[activator]	2%
c1ccc(Cn2nnnc2C(c2cccs2)N2CCCCCC2)cc1 (configuration not stated)	?	3%	-4	-3	.	-13%
COCC1CCN(C(=O)c2ccc3oc(Cc4ccccc4)nc3c2)C1 (configuration not stated)	?	-1%	42*	39*	25%	.
CN(Cc1ccccc1)C(=O)c1cccc(N2C(=O)C3CC=CCC3C2=O)c1 (configuration not stated)	-11%	-12%	-3	-1	-7%	7%
COC(=O)c1ccc(NCCC(=O)O)cc1	7%	-3%	-1	-2	-1%	3%
CC(=O)c1cccc([N+](=O)[O-])c1	20%	0%	.	.	46%[activator]	.
Additional results
SMILES	Pf growth 48h	Sm TGR inh	Shiga toxin inh	Cycloheximide cs	Pf growth 96h	FBPA Giardia inh
CC1CCCN(C(=O)c2ccc3c(c2)C(=O)N(CCC2=CCCCC2)C3=O)C1 (configuration not stated)	6%	-4%	18	2	34%[activator]	-6%
Cc1cc(=O)n2nc(N3CCCC(C(=O)NCCCN4CC(C)CC(C)C4)C3)sc2n1 (configuration not stated)	7%	-8%	-13	-12	?	.
COc1ccc(C2CC(c3ccccc3)Oc3cc(C)c(Cl)c(C)c32)cc1 (configuration not stated)	.	.	-6	1	.	-2%
COC(=O)c1ccc(C)c(NS(=O)(=O)c2ccc(NC(C)=O)cc2)c1	53%[activator]	4%	-16	-1	34%[activator]	8%
O=C(Nc1nnc(C2CC2)s1)C1Cc2ccccc2CN1S(=O)(=O)c1ccccc1F (configuration not stated)	?	12%	76	41*	?	.
O=[N+]([O-])NC1=NCCN1Cc1ccc(Cl)nc1	18%	-8%	-8&-4	0&-6	6%	7%&8%
O=C1COc2ccc(C(=O)NCc3ccc4c(c3)OCO4)cc2N1	16%	4%	-12	-1	.	3%
COc1ccc(CCNC(=O)c2cc3c(=O)n4cccc(C)c4nc3s2)cc1OC	?	-28%	-10	-1	?	0%
N#CCCN(C(=O)CN1CCN(S(=O)(=O)c2ccc3c(c2)OCCO3)CC1)c1ccc(F)cc1	?	-9%	.	.	?	.
CCC1CCCCN1C(=O)CCc1nnc(C2CCCCC2)o1 (configuration not stated)	-7%	-1%	66*	47*	?	3%
CCn1c(-c2csc(-c3ccc(Cl)cc3)n2)n[nH]c1=S	26%	0%	-3	5	.	4%
CCc1cccc(NC(=O)Cc2ccc([N+](=O)[O-])cc2)c1	17%	-6%	-2	-1	?	-6%
O=C(C1=C[C@H](c2ccc(C(F)(F)F)cc2)C[C@H](OCc2ccc(CO)cc2)O1)N1CCN(Cc2ccccc2)CC1	3.7µM*	28µM*	11	-1	13µM*	-21%
CCC(=O)NC(=S)NNC(=O)c1ccc(OC)cc1	?	0%	20	-2	32%[activator]	-7%
Cc1oc(C(C)(C)C)cc1C(=O)Nc1ccc(N2CCOCC2)cc1	-17%	0%	13	-2	?	-4%
Cc1ccc(C2C3=C(CC(C)(C)CC3=O)Nc3onc(C)c32)cc1 (configuration not stated)	?	1%	-22	4	.	-3%
CCN1C(=O)C(O)(CC(=O)c2cc(C)ccc2C)c2ccccc21 (configuration not stated)	-14%	13%	2	-3	?	2%
O=C(Nc1ccon1)c1cc2c(s1)CCCCCC2	3.7µM*	13%	64*	30*	.	-3%
Cc1ccc(C)c(SCC(=O)NC(=O)NC2CCCC2)c1	?	-13%	.	.	?	.
O=C(O)c1ccc(Cl)nc1	1%	1%	-18	1	28%	8%
Cc1cc2c(s1)NC(=O)CN=C2c1cccs1	-26%	14%	-6	12	-6%	-5%
CN1CCN(CCOc2ccc(Cl)c(Cl)c2)CC1	38%[activator]	-7%	28	10	11%	?

Sorted by number of heavy atoms (smallest number first): some entries from above.
SMILES	Pf growth 48h	Sm TGR inh	Shiga toxin inh	Cycloheximide cs	Pf growth 96h	FBPA Giardia inh
Cc1nc2ccccc2c(=O)n1/N=C/c1ccc(O)cc1O	-5%	.	16	-2	341%[activator]	12%
O=C(NN1C(=O)NC2(CCCCC2)C1=O)c1ccc(-c2ccccc2Cl)o1	49%[activator]	0%	.	.	47%[activator]	.
Cc1cccc(/C=C2\Sc3ccc(C(=O)N4CCC(C(N)=O)CC4)cc3N(C)C2=O)c1	?	-21%	8	13	?	.

Results in Cycloheximide cs and Sm TGR inh, for some of the entries so far:
mol	Cycloheximide cs	Sm TGR inh
CCN1C(=O)C(O)(CC(=O)c2cc(C)ccc2C)c2ccccc21 (configuration not stated)	-3	13%
O=C(Nc1ccon1)c1cc2c(s1)CCCCCC2	30*	13%
